TWEAK Fn14 block: blocks TWEAK-Fn14 interaction in a reporter cell assay. TWEAK-stimulated Fn14 reporter cells, luciferase luminescence, 8 h. inhibition, % at 10 µM. hit rate 2% among 360,000. AID 1159606; in the data active means inhibition above about 50%
KKLEB tox: CF airway cell cytotoxicity counter-screen; AID 602141; activity change (cytotoxicity), % at 5 µM; hit rate 0.36% among 360,000; KKLEB CF airway cells viability, ATPlite luminescence, overnight; stronger effect = lower value; cells stimulated with P. aeruginosa culture filtrate;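 active means corrected activity change at or below -50% at 5 µM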
TROY NFkB inh: inhibitors of TROY-dependent NF-kB signaling; Q293 LMP1-TROYcd NF-kB luciferase reporter, 4 h; inhibition, % at 10 µM; hit rate 0.98% among 360,000; AID 1347056;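 active means compounds whose plate-normalised and pattern-corrected inhibition of the luciferase reporter signal at the single screening dose is 50% or more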
SRC3 inh: inhibitors of human steroid receptor coactivator 3 (SRC3); Q9Y6Q9; HEK293 GAL4-SRC3 luciferase reporter, luminescence; inhibition, % at 3.6 µM; hit rate 0.17% among 360,000; AID 588352;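 active means inhibition above a per-campaign cutoff, the mean of all compounds plus 3 SD, cut at about 60% in these data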;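 further: 0% = DMSO-treated cells and 100% = gossypol-treated cells at 36 µM; higher means less SRC3-driven luciferase light from the GAL4 reporter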
CF NFkB block: inhibitors of cystic fibrosis induced NF-kB | hit rate 0.86% among 360,000 | inhibition, % at 5 µM | AID 588850 | KKLEB NF-kB-GFP reporter, PAF-induced, GFP fluorescence overnight;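 active means at least 50% inhibition at 5 µM, scaled per plate between neutral and stimulator controls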;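 further: PAF is a Pseudomonas aeruginosa culture filtrate used as stimulus; plate controls were PAF-stimulated DMSO wells for no effect and unstimulated DMSO wells for full effect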
COUP-TFII inh: inhibitors of human COUP-TFII (NR2F2); P24468; hit rate 0.7% among 370,000; inhibition, % at 8.6 µM; HEK293T NGFI-A luciferase reporter, luminescence;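 active means inhibition above a per-plate cutoff, mean inhibition of test wells between control levels plus 3 SD, cut at about 38% in these data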;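 further: cells cotransfected with COUP-TFII expression vector driving the NGFI-A reporter; 0% = median of COUP-TF2 test wells and 100% = reporter-only cells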
LMP1 NFkB inh: reduces LMP1-driven NF-kappaB luciferase signal | LMP1-induced NF-kappaB luciferase reporter cells, luminescence | inhibition, % at 12.5 µM | hit rate 0.69% among 350,000 | AID 504558; in the data active means inhibition above about 41%; inconclusive means no clear call, values can overlap the other calls;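 further: 0% = neutral control wells and 100% = reference inhibitor control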
NCOA1 inh: inhibits human SRC1 coactivator; Q15788; hit rate 0.12% among 360,000; inhibition, % at 3.6 µM; HEK293 GAL4-SRC1 luciferase reporter, luminescence;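 active means inhibition above the campaign mean plus 3 SD, with each screening campaign given its own cutoff, cut at about 60% in these data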;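 further: 0% = DMSO treated cells and 100% = gossypol at 36 µM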
Target sequence (Q15788 whole entry, looked up, the tested form may be a part): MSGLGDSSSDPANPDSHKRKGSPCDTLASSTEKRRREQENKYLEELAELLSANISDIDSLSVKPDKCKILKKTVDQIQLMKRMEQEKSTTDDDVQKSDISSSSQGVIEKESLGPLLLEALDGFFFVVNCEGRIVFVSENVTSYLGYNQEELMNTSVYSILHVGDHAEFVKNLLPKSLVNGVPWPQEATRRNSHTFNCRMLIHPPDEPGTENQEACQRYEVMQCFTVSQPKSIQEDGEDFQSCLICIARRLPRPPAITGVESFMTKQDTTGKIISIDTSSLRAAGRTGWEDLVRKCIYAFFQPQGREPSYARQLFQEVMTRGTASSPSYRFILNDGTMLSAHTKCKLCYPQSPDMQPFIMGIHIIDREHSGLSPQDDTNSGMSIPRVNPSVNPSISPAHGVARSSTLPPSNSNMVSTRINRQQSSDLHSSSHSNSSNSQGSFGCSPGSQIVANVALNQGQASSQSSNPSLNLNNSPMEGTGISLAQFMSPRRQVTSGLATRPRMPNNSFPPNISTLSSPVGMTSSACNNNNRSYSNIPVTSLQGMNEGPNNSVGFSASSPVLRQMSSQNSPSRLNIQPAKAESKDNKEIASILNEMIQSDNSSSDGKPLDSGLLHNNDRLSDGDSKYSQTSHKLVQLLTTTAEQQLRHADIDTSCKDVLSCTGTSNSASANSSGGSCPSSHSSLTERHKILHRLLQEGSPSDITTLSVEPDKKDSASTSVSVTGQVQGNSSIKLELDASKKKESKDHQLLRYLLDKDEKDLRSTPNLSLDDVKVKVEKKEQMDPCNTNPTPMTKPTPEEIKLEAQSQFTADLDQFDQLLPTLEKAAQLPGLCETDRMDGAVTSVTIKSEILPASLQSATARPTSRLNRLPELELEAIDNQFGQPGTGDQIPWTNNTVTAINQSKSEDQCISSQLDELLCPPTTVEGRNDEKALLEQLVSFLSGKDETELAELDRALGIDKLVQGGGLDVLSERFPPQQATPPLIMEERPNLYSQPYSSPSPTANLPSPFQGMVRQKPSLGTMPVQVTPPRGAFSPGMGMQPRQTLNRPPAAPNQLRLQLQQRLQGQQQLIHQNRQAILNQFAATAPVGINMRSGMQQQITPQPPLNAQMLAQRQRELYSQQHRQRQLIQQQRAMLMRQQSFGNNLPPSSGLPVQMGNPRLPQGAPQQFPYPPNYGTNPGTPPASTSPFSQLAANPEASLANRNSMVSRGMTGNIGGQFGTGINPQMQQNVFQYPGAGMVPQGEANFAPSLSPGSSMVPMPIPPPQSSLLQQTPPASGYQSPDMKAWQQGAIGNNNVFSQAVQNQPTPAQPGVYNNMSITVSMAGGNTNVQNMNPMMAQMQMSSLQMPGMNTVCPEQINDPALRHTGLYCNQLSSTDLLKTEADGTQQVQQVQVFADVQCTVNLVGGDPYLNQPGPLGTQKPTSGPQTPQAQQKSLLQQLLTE
Shn3 inh set2: reduces Shn3 3'UTR luciferase signal in osteoblasts | inhibition, % at 12.5 µM | Clone20 osteoblast Shn3 3'UTR firefly luciferase, 24 h | AID 588674 | hit rate 0.52% among 360,000;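 active means mean inhibition of at least 75% with every replicate also reaching 75%; inconclusive means mean inhibition at least 75% but some replicate below; inactive means mean inhibition below 75%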;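 further: 0% = median of neutral control wells and 100% = pilot-screen positive control compound; some compounds past the cut are filed as inactive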
C8 TRAIL sens: sensitizes caspase-8 expressing cells to TRAIL; NB7+C8 cells + TRAIL, ATPlite viability luminescence; hit rate 1% among 360,000; inhibition (viability loss, TRAIL sensitization), % at 10 µM;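 active means compounds causing at least 50% loss of cell viability in the single-dose screen, relative to plate controls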
NR5A2 inv ag: NR5A2 inverse agonism in reporter assay | HEK293T StAR-luciferase reporter, LRH-1 transfected, 24 h | hit rate 0.13% among 360,000 | AID 602396 | inhibition, % at 3.6 µM;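 active means inhibition above the mean inhibition of all tested compounds plus 3 SD, cut at about 73% in these data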;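 further: 0% = DMSO wells and 100% = reporter-only cells lacking LRH-1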
Numbers without * were called inactive; ? = inconclusive; . = no result given. A portion of the library; the hit share may differ from the screen's.

1) COC(=O)CN(c1cccc(C(C)=O)c1)S(C)(=O)=O
2) CS(=O)(=O)c1ccc(NC(=O)CN2C(=O)C3CCCCC3C2=O)cc1 (stereo not given)
3) CCCS(=O)(=O)N1CCCC(C(=O)NCCCOC(C)C)C1 (stereo not given)
4) CCOc1ccc(C2=Nn3c(nnc3-c3ccc(OC)cc3)SC2)cc1
5) O=C(C=Cc1ccccc1)c1ccc([N+](=O)[O-])cc1
6) O=C(N[C@@H](Cc1ccccc1)C(=O)O)c1cccnc1

Screen / compound no.	1	2	3	4	5	6
CF NFkB block	6	-6	-10	0	-6	-4
Shn3 inh set2	-13	-5	1	22	-7	4
KKLEB tox	-3	10	-14	-10	1	-2
TWEAK Fn14 block	18	12	-4	10	-2	-10
LMP1 NFkB inh	4	-2	2	19	56*	-1
NR5A2 inv ag	2	9	8	42	22	21
C8 TRAIL sens	-12	-8	0	7	8	-4
SRC3 inh	5	0	14	18	-23	6
NCOA1 inh	12	-7	-1	-5	-5	1
COUP-TFII inh	-3	7	-6	-14	-20	8
TROY NFkB inh	6	8	29	22	1	4

7) O=C(NCc1ccccc1)c1cnc(-c2ccccn2)nc1C(F)(F)F
8) CCOc1ccc(N2CC(C(=O)Nc3ccncc3)CC2=O)cc1 (stereo not given)
9) S=C(NN=Cc1ccccn1)N(Cc1ccccn1)Cc1ccccn1
10) CCc1nc2scc(-c3ccccc3)c2c(=O)n1N
11) CCS(=O)(=O)N1CCC(N2CCN(c3ccccc3)CC2)CC1
12) COc1ccc(C(=O)N/N=C/c2c(C)nn(-c3ccccc3)c2OC)cc1

Screen / compound no.	7	8	9	10	11	12
CF NFkB block	-1	2	0	14	-21	13
Shn3 inh set2	-7	-11	81	4	9	12
KKLEB tox	1	-2	2	-10	-5	-5
TWEAK Fn14 block	-2	-5	-16	-4	3	-12
LMP1 NFkB inh	-1	-8	8	16	7	-5
NR5A2 inv ag	1	-2	-30	-1	3	-18
C8 TRAIL sens	-3	-18	7	-2	-3	17
SRC3 inh	-12	-3	-50	7	-8	-2
NCOA1 inh	-36	-12	-13	-26	-31	-16
COUP-TFII inh	-2	-1	5	10	-12	-12
TROY NFkB inh	-21	-6	-8	-6	-5	2

13) CCC(C)OC1OC(CO)C(O)C(O)C1NC(C)=O (stereo not given)
14) O=C(Nc1ccncc1Cl)c1ccncc1
15) O=C(CC(=O)N/N=C/c1c(Cl)cccc1Cl)NCc1cccnc1
16) Cc1cccc(C)c1OC(=O)Cc1ccccc1[N+](=O)[O-]
17) Cc1cc(C(=O)NNC(=O)CN2C(=O)NC3(CCCCC3)C2=O)c(C)o1
18) Cc1cc2c(nn1)CCc1c-2no[n+]1[O-]

Screen / compound no.	13	14	15	16	17	18
CF NFkB block	11	-7	7	-27	4	-16
Shn3 inh set2	18	15	23	16	-11	-15
KKLEB tox	4	20	2	4	2	0
TWEAK Fn14 block	17	1	20	11	4	-13
LMP1 NFkB inh	-2	1	0	0	0	0
NR5A2 inv ag	10	7	4	4	-14	-11
C8 TRAIL sens	13	-2	23	0	-1	-4
SRC3 inh	10	6	8	8	1	15
NCOA1 inh	-18	5	2	10	-8	-4
COUP-TFII inh	15	-7	5	12	-13	13
TROY NFkB inh	0	8	18	14	4	6

19) CC1CC1c1ccc(/C=C(\C#N)C(=O)Nc2cc(Cl)ccc2Cl)o1 (stereo not given)
20) CCN(C(=O)c1ccc(NC(=O)C2CCCCC2C(=O)O)cc1)c1ccccc1 (stereo not given)
21) O=C(NCc1cccc(C(F)(F)F)c1)c1ccc2nc([C@@H]3O[C@H](CO)[C@@H](O)[C@H]3O)[nH]c2c1
22) CSc1cccc(NC(=O)CNC(=O)c2ccc3c(c2)OCO3)c1
23) CC1CN=C(c2ccccc2)O1 (stereo not given)
24) COc1ccccc1CNC(=O)COC(=O)CSc1ccc(Cl)cc1

Screen / compound no.	19	20	21	22	23	24
CF NFkB block	-16	-14	-15	-16	13	15
Shn3 inh set2	-4	-9	8	22	-2	6
KKLEB tox	1	7	13	-1	12	-8
TWEAK Fn14 block	-2	-10	1	-20	23	-1
LMP1 NFkB inh	-11	4	.	2	-6	-1
NR5A2 inv ag	-13	-2	-35	7	-2	15
C8 TRAIL sens	8	-7	11	12	-8	-11
SRC3 inh	21	-5	-5	0	-3	7
NCOA1 inh	17	-8	-21	-5	-17	9
COUP-TFII inh	7	17	21	0	8	5
TROY NFkB inh	-15	5	8	-8	-1	2

25) Cc1ccc(-c2nn(-c3ccccc3)cc2CN(Cc2ccccc2)C(=O)c2ccco2)o1
26) CCn1nnnc1SCC(=O)Nc1ccc(OCc2ccccc2)cc1
27) CN(C)c1nc(SCc2ccc(Cl)cc2)nc2c1CCCC2
28) CCOc1ccc(S(=O)(=O)Nc2cnc3ccccc3c2)cc1
29) Nc1ccc(S(=O)(=O)C(F)(F)F)cc1N
30) COC(=O)[C@@]12CCCN1[C@H](c1ccc(-c3ccccc3)cc1)[C@@H]1C(=O)N(C)C(=O)[C@@H]12

Screen / compound no.	25	26	27	28	29	30
CF NFkB block	-2	-16	9	-13	2	-5
Shn3 inh set2	70	-40	16	81	-27	16
KKLEB tox	5	9	-3	6	5	37
TWEAK Fn14 block	-1	-15	-25	43	18	-15
LMP1 NFkB inh	5	-14	8	10	-16	5
NR5A2 inv ag	-3	35	-16	14	-3	-13
C8 TRAIL sens	16	-1	2	-10	-1	-4
SRC3 inh	9	-3	-1	22	5	-4
NCOA1 inh	-1	-17	-2	13	-30	2
COUP-TFII inh	2	-6	0	43*	11	-4
TROY NFkB inh	13	-10	1	36	-11	12

31) Cc1cn(-c2ccc(Br)cc2)[nH]c1=O
32) O=C(NC(Cc1ccccc1)C(=O)NCCc1ccccn1)c1cccs1 (stereo not given)
33) C(=N\N1CCN(C2c3ccccc3-c3ccccc32)CC1)/c1cccnc1
34) CN1CCc2nc(SCC(=O)Nc3ccc(OC(F)(F)F)cc3)c(C#N)c(-c3cccs3)c2C1
35) COc1ccc(CNC(=O)COC(=O)c2c(C)nn(-c3ccccc3)c2C)cc1OC
36) COc1ccc(OC)c2sc(N(CCN(C)C)C(=O)/C=C/c3cccs3)nc12

Screen / compound no.	31	32	33	34	35	36
CF NFkB block	0	4	18	-31	-25	68*
Shn3 inh set2	-55	-5	8	-42	3	?
KKLEB tox	6	-4	-8	14	16	-98*
TWEAK Fn14 block	-32	8	17	2	18	-45
LMP1 NFkB inh	-13	7	-9	-13	9	3
NR5A2 inv ag	-42	12	-18	-12	6	1
C8 TRAIL sens	1	-6	-2	-10	4	93*
SRC3 inh	-42	19	14	15	11	11
NCOA1 inh	-26	3	-11	2	7	0
COUP-TFII inh	-15	-6	14	10	-7	-2
TROY NFkB inh	-54	-8	3	4	-7	-23

From entry 27 up to 35, copied from above:
27) CN(C)c1nc(SCc2ccc(Cl)cc2)nc2c1CCCC2
28) CCOc1ccc(S(=O)(=O)Nc2cnc3ccccc3c2)cc1
29) Nc1ccc(S(=O)(=O)C(F)(F)F)cc1N
30) COC(=O)[C@@]12CCCN1[C@H](c1ccc(-c3ccccc3)cc1)[C@@H]1C(=O)N(C)C(=O)[C@@H]12
31) Cc1cn(-c2ccc(Br)cc2)[nH]c1=O
32) O=C(NC(Cc1ccccc1)C(=O)NCCc1ccccn1)c1cccs1 (stereo not given)
33) C(=N\N1CCN(C2c3ccccc3-c3ccccc32)CC1)/c1cccnc1
34) CN1CCc2nc(SCC(=O)Nc3ccc(OC(F)(F)F)cc3)c(C#N)c(-c3cccs3)c2C1

Screen / compound no.	27	28	29	30	31	32	33	34
CF NFkB block	9	-13	2	-5	0	4	18	-31
Shn3 inh set2	16	81	-27	16	-55	-5	8	-42
KKLEB tox	-3	6	5	37	6	-4	-8	14
TWEAK Fn14 block	-25	43	18	-15	-32	8	17	2
LMP1 NFkB inh	8	10	-16	5	-13	7	-9	-13
NR5A2 inv ag	-16	14	-3	-13	-42	12	-18	-12
C8 TRAIL sens	2	-10	-1	-4	1	-6	-2	-10
SRC3 inh	-1	22	5	-4	-42	19	14	15
NCOA1 inh	-2	13	-30	2	-26	3	-11	2
COUP-TFII inh	0	43*	11	-4	-15	-6	14	10
TROY NFkB inh	1	36	-11	12	-54	-8	3	4

35) COc1ccc(CNC(=O)COC(=O)c2c(C)nn(-c3ccccc3)c2C)cc1OC

Screen / compound no.	35
CF NFkB block	-25
Shn3 inh set2	3
KKLEB tox	16
TWEAK Fn14 block	18
LMP1 NFkB inh	9
NR5A2 inv ag	6
C8 TRAIL sens	4
SRC3 inh	11
NCOA1 inh	7
COUP-TFII inh	-7
TROY NFkB inh	-7

(cont.)
37) Cc1cccc(NC(=O)CSCC(=O)Nc2ccc(S(=O)(=O)N3CCOCC3)cc2)c1
38) COc1cc(C)nc(Oc2ccc(OCc3ccccc3)nn2)n1
39) COc1ccc(NC(=O)COC(=O)C2=COCCO2)cc1OC
40) COc1cc(/C=C/C(=O)c2ccc(C)c([N+](=O)[O-])c2)cc(OC)c1O
41) Cc1ccc(C(=O)CCNc2ccccc2)o1
42) Cc1ccsc1/C=N/NC(=S)NCc1ccccc1
43) COC1OC(COC(=O)CNC(=O)OC(C)(C)C)C(O)C(O)C1O (stereo not given)
44) COc1ccc(NC(=O)CCNC(=O)c2ccco2)cc1Cl

Screen / compound no.	37	38	39	40	41	42	43	44
CF NFkB block	1	-3	-2	43	2	-14	18	-2
Shn3 inh set2	0	-12	0	45	-30	16	-5	2
KKLEB tox	8	8	5	-39	1	-1	-10	-8
TWEAK Fn14 block	-1	-5	-14	69*	2	-2	-1	-2
LMP1 NFkB inh	2	0	-36	15	-21	-1	-19	0
NR5A2 inv ag	8	-3	18	27	-16	12	2	-27
C8 TRAIL sens	-3	-10	-7	-7	11	3	1	-5
SRC3 inh	11	3	-3	15	-77	0	6	8
NCOA1 inh	2	2	-1	16	-53	-15	-5	-1
COUP-TFII inh	-7	-15	13	-3	-3	-18	0	-2
TROY NFkB inh	12	5	2	32	-18	-39	-1	1

Source: PubChem (several laboratories)
